KOR beta-arrestin-1: KOR agonists, beta-arrestin recruitment, primary screen, cell-based, luminescence, uHTS (AID 1777) | Kappa-type opioid receptor (Homo sapiens) | KOR beta-arrestin recruitment, luminescence; higher % means a stronger effect | activation, % at 10 µM, or EC50 in µM where a hit was titrated | hit rate 0.02% among 280,000; in the data active means activation above about 50%, passing the limit was not always enough; further: a part of the inactive calls stands beside numbers as strong as those of hits
Rac1 GTP hydrolysis: MgcRacGAP GTPase-activating activity inhibitors, confirmation, biochemical, ADP Hunter fluorescence; Rac GTPase-activating protein 1 (Homo sapiens); MgcRacGAP-stimulated Rac1 GTP hydrolysis, ADP Hunter fluorescence; higher % means a stronger effect; GST-tagged Rac1 F28L mutant substrate; inhibition, % at 30 µM; hits with a dose series show IC50 in µM; hit rate 0.6% among 340,000; AID 624330, 2012;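 active means first-screen hits whose inhibition reached a set limit at any dose in the follow-up dose series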;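 further: fluorescence reports GDP produced by GAP-driven GTP hydrolysis; strong numbers were not always called active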
GPR35 arrestin U2OS: GPR35 antagonists blocking zaprinast-driven arrestin recruitment, primary screen, imaging, U2OS, beta-arrestin-GFP, zaprinast agonist (AID 2058) | U2OS GPR35 beta-arrestin-GFP translocation imaging, zaprinast antagonism; higher % means a stronger effect | one-dose inhibition, % at 10 µM; IC50 in µM for titrated hits | hit rate 0.052% among 290,000;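 active means inhibition of at least 50% with at least 30 cells and total cytoplasm GFP at most 10,000,000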
GPR55 LPI antagonism: GPR55 antagonists blocking LPI-driven arrestin recruitment, primary screen, imaging, U2OS, beta-arrestin-GFP, LPI agonist (AID 2013) | U2OS GPR55 beta-arrestin-GFP translocation imaging, LPI antagonism; higher % means a stronger effect | inhibition, % at 10 µM; hits with a dose series show IC50 in µM | hit rate 0.13% among 290,000;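 active means spots per cell inhibited over 60%, with over 100 cells counted and total cytoplasm intensity under 500,000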;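 further: U2OS cells stably carrying GPR55 and arrestin-GFP stimulated by 5 µM LPI near EC80; imaged beta-arrestin-GFP aggregate spots per cell after agonist stimulation; plate controls were LPI-stimulated DMSO wells for no effect and DMSO wells without LPI for full effect; some results filed as inactive read as strong as hits; confirmed hits need IC50 under 10 µM and bright autofluorescent wells are also inconclusive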
UTI89 phage lysis: inhibition of K1F phage lysis, E. coli UTI89, bacterial capsule biogenesis inhibitors, alamar blue (AID 488966); E. coli UTI89 K1F phage lysis, alamar blue, 2 h; higher % means a stronger effect; inhibition, % at 100 µM, or IC50 in µM where a hit was titrated; hit rate 0.02% among 340,000;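 active means phage lysis inhibition, versus mean bacterial control, above a set limit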;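 further: capsule biogenesis inhibitors block K1F phage lysis so surviving cells raise fluorescence; higher fluorescence means more inhibition of phage lysis; actives were called in the ten point dose series up to 300 µM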
KOR beta-arrestin-2: KOR antagonists, beta-arrestin recruitment, cell-based, luminescence, uHTS (AID 1778); Kappa-type opioid receptor (Homo sapiens); hit rate 0.091% among 290,000; KOR beta-arrestin recruitment, luminescence, antagonist mode; higher % means a stronger effect; inhibition, % at 10 µM; hits with a dose series show IC50 in µM; in the data active means inhibition above about 50%; further: strong numbers were not always called active
GPR55 activation: GPR55 agonists via beta-arrestin recruitment, primary screen, imaging, U2OS cells, beta-arrestin-GFP redistribution (AID 1961); hit rate 0.048% among 290,000; U2OS GPR55 beta-arrestin-GFP redistribution imaging; higher % means a stronger effect; activation, % at 10 µM; hits with a dose series show EC50 in µM;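 active means activation above 40% with more than 50 cells counted in the well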;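 further: U2OS osteosarcoma cells stably expressing GPR55 and beta-arrestin-GFP; plate controls were DMSO negative control for no effect and LPI positive control for full effect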
NTR1 agonist: agonists of NTR1, primary screen, imaging, U2OS cells, beta-arrestin-GFP, high content (AID 493036); Neurotensin receptor type 1 (Homo sapiens), P30989; NTR1-U2OS beta-arrestin-GFP spot imaging, agonist mode; activation, % at 20 µM; hit rate 0.17% among 330,000;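 active means activation at or above 40% of the spot to cytoplasm intensity ratio, with at least 20 cells analyzed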;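 further: 0% = DMSO without peptide and 100% = 100 nM NTR1 peptide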
Target sequence (P30989 whole entry, looked up): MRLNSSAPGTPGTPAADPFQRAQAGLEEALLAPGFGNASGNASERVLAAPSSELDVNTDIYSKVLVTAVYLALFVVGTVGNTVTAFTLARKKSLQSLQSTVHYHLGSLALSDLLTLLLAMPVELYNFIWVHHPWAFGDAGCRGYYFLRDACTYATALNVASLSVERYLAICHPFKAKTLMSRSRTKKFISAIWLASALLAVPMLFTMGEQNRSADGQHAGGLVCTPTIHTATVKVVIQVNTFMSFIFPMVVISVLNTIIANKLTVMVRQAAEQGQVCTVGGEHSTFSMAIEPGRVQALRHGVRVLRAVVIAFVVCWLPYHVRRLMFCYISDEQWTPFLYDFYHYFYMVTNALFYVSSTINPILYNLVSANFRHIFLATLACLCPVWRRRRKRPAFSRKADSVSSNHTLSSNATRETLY
NOD1 inhibition: NOD1 signaling inhibitors, primary screen, cell-based, luminescence, uHTS (AID 1578). inhibition, % at 4 µM, or EC50 in µM where a hit was titrated. NOD1-driven NF-kB luciferase reporter cells, luminescence; higher % means a stronger effect. hit rate 1% among 290,000; in the data active means inhibition mostly above about 36%, no sharp cut-off; inactive means mostly below about 34%;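 further: HEK-293T reporter cells stimulated with the NOD1 agonist gamma-tri-DAP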
NTR1 agonist cell count 20 µM: further read-out of NTR1 agonist, marked with its call; cell count; measured here: cell count, cytotoxicity flag
Active calls of the source: *; i = inactive; x = not tested or not shown; [ ] = remark or other dose. The list is partial; the hit share may differ from the screen's.

SMILES | KOR beta-arrestin-1 | Rac1 GTP hydrolysis | GPR35 arrestin U2OS | GPR55 LPI antagonism | UTI89 phage lysis | KOR beta-arrestin-2 | GPR55 activation | NTR1 agonist | NTR1 agonist cell count 20 µM | NOD1 inhibition
CC(=O)NCC(=O)OCC(=O)Nc1nc(-c2ccccc2)cs1 | 4.0% | 9% | -4% | -16% | -0.4% | -35% | -0.1% | 1.0 | 38 | -44%
CCOC(=O)c1nc(N)c(=O)n(-c2ccccc2)n1 | -6.2% | 3% | 13% | -11% | 1.2% | 14% | 2.0% | -3.7 | 78 | 13%
COc1cc2ccccc2c2c1CCCC2=O | -0.7% | 14% | 3% | -22% | 0.7% | -6% | -0.2% | -0.9 | 34 | 0%
CCC(Nc1ccc(OC)cc1)C(=O)N/N=C/c1ccc([N+](=O)[O-])cc1 (stereo not given) | 4.9% | 22% | -12% | -2% | 0.7%[50 µM] | 10% | 0.1% | 0.7 | 36 | -30%
Cc1ccc(Nc2nc(-c3ccccc3)c(CC(=O)O)s2)cc1 | 3.6% | 17% | -14% | -7% | -0.9% | -20% | -0.6% | 6.9 | 22 | -62%
Cc1cc(NC(=O)Cc2ccccc2[N+](=O)[O-])no1 | -0.6% | 3% | 12% | 2% | 0.9% | -1% | -0.1% | -0.5 | 53 | -20%
COC(=O)N/N=C/c1cn(CCOc2ccccc2)c2ccccc12 | 5.4% | 6% | -11% | -6% | 0.3% | -76% | -0.3% | 1.8 | 50 | 5%
O=C(c1ccccc1)N1CCN(C(=O)c2nn3c(C(F)(F)F)cc(-c4ccco4)nc3c2Br)CC1 | 6.4% | 8% | 22% | -4% | -0.5% | -19% | x | 0.6 | 29 | -6%
CCCc1n[nH]c2c1C(=O)C(C(=O)OC)C(C)(C)C2 (stereo not given) | -0.8% | 0% | 8% | -1% | 0.6% | 0% | 1.2% | 0.3 | 49 | 12%
COC(=O)c1cc(OC)c(OC)cc1N=CC1=C(O)CC(C)(C)CC1=O | -1.5% | 11% | 3% | 1% | 0.5% | -20% | 0.3% | 0.3 | 38 | 4%
CCCC(=O)Nc1c(-c2ccccc2Cl)c(=O)c2ccccc2n1C | -1.9% | 11% | -8% | -7% | 0.1% | -16% | 0.0% | 2.6 | 46 | -8%
COc1cccc(C2=CC(c3cccc(OC)c3OC(F)F)n3nnnc3N2)c1 (stereo not given) | 19% | 12% | 10% | -14% | -0.1% | -8% | 0.3% | 0.6 | 51 | 0%
Cc1ccc(NC(=O)Cn2c(=O)c3cccn3c3ccccc32)cc1 | -2.4% | -1% | -20% | 5% | -2.4% | -14% | 0.3% | 0.2 | 54 | -21%
CCOC(=O)c1cccc(NC(=O)c2ccc(NC(=O)C3CCCO3)cc2)c1 (stereo not given) | -1.2% | 5% | -3% | 10% | -0.2% | -45% | -0.1% | 0.2 | 31 | -25%
CC(C)(C)NC(=O)NC(=O)CN1CCN(c2ncc(C(F)(F)F)cc2Cl)CC1 | 0.4% | 4% | 0% | 19% | 2.4% | -76% | 0.2% | 1.4 | 63 | 33%
COc1ccc([C@@H](C)NC(=O)c2ccc3oc(C(C)C)nc3c2)cc1 | 1.9% | 2% | -9% | 9% | 0.0% | -4% | 0.2% | 0.7 | 57 | -39%
CCc1cccc(NC(=O)CCC(=O)O)c1 | 5.3% | 0% | 2% | 5% | -3.6% | 9% | 0.1% | -0.9 | 60 | -22%
O=C(Nc1ccc(C(=O)N2CCCC2)cc1)c1ccc2c(c1)OCO2 | -3.3% | 4% | -15% | 1% | -0.5% | 17% | 0.3% | 1.3 | 79 | -28%
CCOC(=O)Cn1nnnc1CN(Cc1ccc(OC)cc1)Cc1cc2cc(C)cc(C)c2[nH]c1=O | 6.7% | -2% | 2% | 1% | 0.4% | 4% | -0.1% | 2.5 | 51 | -21%
Cc1cccc(S(=O)(=O)Nc2nc3ccccc3nc2OC(C)C)c1 | 2.6% | x | 9% | 3% | i | -15% | -0.1% | -0.2 | 60 | -1%
Cc1ccc(Cl)cc1NC(=O)COC(=O)CC1CC2CCC1C2 (stereo not given) | -7.2% | 5% | 4% | 3% | 0.0% | 25% | 0.2% | -2.6 | 86 | -12%
CCN(CC)C(=O)Cn1cc(C(=O)C(=O)N2CCCc3ccccc32)c2ccccc21 | -5.3% | 9% | -1% | 0% | 0.1% | -3% | 0.4% | 0.2 | 55 | -5%
COCCOC(=O)C1=C(C)N=C2SCCC(=O)N2C1/C=C/c1ccccc1 (stereo not given) | x | 5% | 0% | -8% | -1.9% | x | -0.2% | -0.2 | 61 | 3%
CNS(=O)(=O)c1cc(Cl)ccc1Sc1ccccc1C(=O)O | 1.7% | 13% | -6% | 18% | 2.4% | 19% | 0.0% | -0.5 | 63 | -7%
Clc1ccc2nc(-c3ccncc3)cc(-c3ccccc3)c2c1 | -4.3% | 3% | 7% | -13% | -2.2% | 30% | 0.2% | 11 | 41 | -53%

Going on with the list:
SMILES | KOR beta-arrestin-1 | Rac1 GTP hydrolysis | GPR35 arrestin U2OS | GPR55 LPI antagonism | UTI89 phage lysis | KOR beta-arrestin-2 | GPR55 activation | NTR1 agonist | NTR1 agonist cell count 20 µM | NOD1 inhibition
Cc1ccc(/C=N/N(C)C2=NS(=O)(=O)c3ccccc32)cc1 | -4.9% | 7% | 4% | 4% | 1.6%[50 µM] | 21% | 0.0% | 8.2 | 104 | 5%
CN1CCN(C(=O)CN2C(=O)COc3ccc(S(=O)(=O)N4CCOCC4)cc32)CC1 | -4.1% | 11% | -7% | 13% | 0.5% | -22% | -0.1% | -0.2 | 50 | 1%
COc1ccc(/C=N/NC(=O)c2cccc([N+](=O)[O-])c2)cc1OS(=O)(=O)c1ccccc1 | -6.7% | 1% | 17% | 12% | 0.5% | 19% | -0.4% | 1.4 | 77 | -13%
S=C(Nc1ccc(Br)cc1)N1CCN(C2CCCCC2)CC1 | 2.0% | 10% | 4% | 7% | 4.3% | -12% | 0.1% | -1.2 | 35 | -1%
C=C1c2cc(C)ccc2NC(=O)N1c1ccc(C)cc1 | -4.7% | 2% | -1% | 6% | 0.5% | 2% | 0.2% | 0.1 | 41 | 14%
CCOc1c(Cl)cc(/C=N/NC(N)=S)cc1OC | -0.2% | 7% | -2% | 0% | 0.5% | -16% | 1.6% | 1.4 | 96 | -30%
NC(=O)CC(NC(=O)c1ccc(Cl)cc1)C(=O)NCCc1ccc(S(N)(=O)=O)cc1 (stereo not given) | 1.4% | 8% | -12% | 5% | 0.5% | 9% | -0.2% | -2.1 | 57 | -4%
Cc1ccccc1NC(NC(=O)c1cccnc1)C(Cl)(Cl)Cl (stereo not given) | -2.5% | 6% | 20% | 4% | -0.2%[50 µM] | 22% | 0.7% | 3.6 | 57 | -20%
COc1cccc(-c2csc(NC(=O)Nc3ccccc3)n2)c1 | -3.7% | 6% | -6% | 5% | 0.2% | 14% | 0.0% | 72* | 89* | 0%
Cc1ccsc1C(=O)OCC(=O)Nc1ccc(Cl)cc1C(F)(F)F | -2.0% | 7% | -9% | -15% | 0.8% | 5% | -0.1% | 2.2 | 92 | -12%
Cn1nnnc1SCC(=O)NCCCc1ccccc1 | -6.1% | 5% | -8% | 2% | 0.2% | -41% | 0.1% | -2.1 | 54 | -7%
CCOC(=O)c1cc2c(ccn2C)n1Cc1ccc(Cl)cc1 | -0.5% | 2% | 0% | 6% | -1.0% | -10%[20 µM] | 0.2% | 5.1 | 32 | -18%
Cc1ccccc1OCCC(=O)N1CCN(S(=O)(=O)c2ccccc2F)CC1 | 15% | 7% | 4% | 1% | 1.9%[50 µM] | 8% | 0.3% | 0.4 | 57 | 3%
Cc1ccc(OCc2n[nH]c(=S)n2-c2ccccc2)cc1 | -4.4% | -2% | -8% | -1% | -0.1% | -7% | 0.6% | 1.7 | 31 | -34%
COc1ccc(C)cc1S(=O)(=O)NCCc1ccccc1 | -2.2% | 15% | -3% | 8% | 13% | -38% | -0.1% | 1.2 | 73 | -3%
CC(=O)c1c(COC(=O)c2ccc(Cl)cc2)nc2ccccc2[n+]1[O-] | x | 7% | -2% | 3% | -0.5% | 22% | -0.1% | 1.4 | 63 | -1%
Cc1ccc(C)c(S(=O)(=O)Nc2ccc3sc(C)nc3c2)c1 | 6.7% | 10% | -8% | -2% | i | -20% | -0.4% | 0.9 | 74 | -9%
O=C(Nc1nnc(-c2cccs2)o1)c1ccc(S(=O)(=O)N2CCOCC2)cc1 | -2.8% | 8% | 7% | 6% | -0.1% | -11% | 0.1% | 0.9 | 76 | -24%
CCOC(NC(=O)c1ccccc1)C(NC(=O)c1ccccc1)OCC (stereo not given) | -2.8% | 5% | 25% | 5% | -0.2% | 5% | 0.3% | -0.7 | 64 | -24%
CC(O)Cc1cn(CC(=O)N2CCN(C(=O)OC(C)(C)C)CC2)nn1 (stereo not given) | -1.7% | 3% | -4% | -1% | 1.9% | 1% | -0.1% | -0.7 | 61 | -16%
COc1cccc(C(=O)NN2CC(O)=C(c3nc4ccccc4n3C)C2=N)c1 | -2.7% | x | -5% | 10% | x | -18%[20 µM] | -0.1% | -1.3 | 73 | -20%
CC(=O)c1c(C)n(-c2ccccc2Br)c2ccc(O)cc12 | -2.8% | 3% | -4% | 10% | 1.2%[50 µM] | -17% | 0.0% | 2.7 | 73 | 2%
O=C(CN1C(=O)c2ccccc2C1=O)Nc1nnc(C2CCCO2)s1 (stereo not given) | 0.9% | -1% | -10% | -1% | 0.2% | -7% | -0.1% | 1.6 | 63 | 13%
O=C(NCc1cccc(F)c1)C1CCC(=O)N(C2CCCC2)C1 (stereo not given) | 0.9% | -6% | -1% | 12% | 0.1% | -32% | 0.1% | 0.6 | 71 | -12%
CCOC(=O)C(NC(=O)c1ccc(OC)cc1)(OCC1(CC)COC1)C(F)(F)F (stereo not given) | 9.3% | -3% | 13% | -13% | 0.2% | -8% | -0.2% | 1.1 | 53 | 20%
O=C(O)c1cccc(S(=O)(=O)N(Cc2ccccc2)c2ccccc2Cl)c1 | 1.8% | 6% | -10% | 1% | -2.2%[50 µM] | -29% | 0.8% | x | x | -11%
CCOc1ccc(-c2cc(C(=O)NCCCN3CCCC3)c3ccccc3n2)cc1 | 0.9% | 8% | 27% | -14% | -0.1% | -18% | -0.1% | -0.1 | 50 | -12%

Assay outcomes as filed in PubChem BioAssay.
